# proCasp3 act: activates human procaspase-3; recombinant procaspase-3 D3A, Ac-DEVD-pNA absorbance 405 nm; hit rate 0.11% among 330,000; activation, % at 8.5 µM;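 active = activation above the mean of all tested compounds plus 3 SD, cut at about 21% in these data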;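 note: 0% = DMSO alone and 100% = DMSO wells spiked with extra 5 µM PC-3 D3A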
#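 Assay system: Procaspase-3 D3A mutant, all three cleavage aspartates alanine. Buffer or medium: Zinc-free HEPES saline buffer with Triton X-100. Times: 1 h compound preincubation, 2 h substrate hydrolysis at 25 °C. Measured by: 405 nm absorbance of p-nitroaniline, reads at 0 and 120 min. Read-out basis: percent activation relative to control range. Replicates: singlicate.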
# HCV core dimer: blocks dimerization of HCV core protein | TR-FRET GST/Flag-core106 dimerization, 1536-well | hit rate 0.33% among 300,000 | inhibition, % at 5 µM;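 active = inhibition above the mean of all tested compounds plus 3 SD, set per screening campaign, cut at about 45% in these data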
#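 test system = GST/Flag-tagged HCV core106 proteins | probe or stimulus = Eu donor and XL665 acceptor anti-tag antibodies | times = compound-protein-antibody incubation 4 h at 22.5 °C | signal = TR-FRET, excitation 340 nm, emission 617 and 671 nm | measure = percent inhibition of core106 dimerization signal | controls = wells lacking GST-core106 and wells with excess unlabelled core106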
# PP1 counter: blocks human PP1-alpha phosphatase, a PP5 counter-screen; inhibition, % at 6.7 µM; hit rate 0.9% among 320,000; P62136; AID 2235; purified PP1alpha, OMFP fluorescence;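 active = inhibition above the mean inhibition of all tested compounds plus 3 SD, computed separately for each screening campaign, cut at about 15% in these data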
# Target sequence (P62136 whole entry, looked up): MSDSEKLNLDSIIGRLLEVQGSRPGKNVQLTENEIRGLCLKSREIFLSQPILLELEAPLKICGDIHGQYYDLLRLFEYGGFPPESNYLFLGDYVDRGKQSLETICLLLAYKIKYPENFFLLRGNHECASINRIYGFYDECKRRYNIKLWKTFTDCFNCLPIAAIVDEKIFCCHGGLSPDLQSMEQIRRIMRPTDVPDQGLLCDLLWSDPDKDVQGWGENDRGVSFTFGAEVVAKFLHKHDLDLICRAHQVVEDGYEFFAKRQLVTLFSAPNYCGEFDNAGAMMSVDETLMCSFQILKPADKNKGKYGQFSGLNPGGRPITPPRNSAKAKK
# JMJD2C inh: human JMJD2C demethylase inhibition | Q9H3R0 | GST-JMJD2C(1-420) H3K9me3 demethylation, DELFIA europium | inhibition, % at 2.35 µM | hit rate 0.069% among 330,000 | AID 2099;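 active = more than half of a compound's replicate wells show inhibition beyond 50%, single wells judged on their own value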;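 note: signal counts dimethyl H3K9 product captured on neutravidin plate; 0% = median of DMSO wells and 100% = 0.3 times that DMSO median; strong numbers were not always called active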
# Target sequence (Q9H3R0 1-420 limits assumed): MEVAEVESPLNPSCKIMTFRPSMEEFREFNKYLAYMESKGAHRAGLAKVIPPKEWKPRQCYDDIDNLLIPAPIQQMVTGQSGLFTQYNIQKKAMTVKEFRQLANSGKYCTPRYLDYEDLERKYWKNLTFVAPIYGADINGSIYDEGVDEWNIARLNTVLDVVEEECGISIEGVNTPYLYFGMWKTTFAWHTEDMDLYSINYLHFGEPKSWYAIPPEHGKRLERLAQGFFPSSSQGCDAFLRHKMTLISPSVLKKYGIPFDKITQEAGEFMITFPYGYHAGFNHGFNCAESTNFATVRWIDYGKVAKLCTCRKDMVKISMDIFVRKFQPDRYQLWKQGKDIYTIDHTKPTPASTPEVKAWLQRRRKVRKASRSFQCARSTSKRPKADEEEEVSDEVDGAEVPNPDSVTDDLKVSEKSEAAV
# Efflux pump mplx: blocks antifungal efflux pumps in multiplex yeast assay; S. cerevisiae Candida pump triplex, Nile Red efflux; inhibition, % at 10 µM; hit rate 0.44% among 330,000; AID 485275;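 active = plate passing quality check with inhibition over a set limit, or well fluorescence over plate mean plus 4 SD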;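 note: Nile Red retained in pooled yeast measured as flow cytometry median fluorescence; 0% = buffer negative control and 100% = Enniatin B positive control; higher means more Nile Red kept so more efflux inhibition; some compounds called inactive have numbers as strong as hits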
# PP5 inh: blocks human protein phosphatase 5 activity; purified PP5c, OMFP substrate fluorescence; inhibition, % at 6.7 µM; P53041; hit rate 0.18% among 320,000;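 active = inhibition above the campaign's mean inhibition across all tested compounds plus 3 SD, cut at about 9.5% in these data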;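 note: 0% = DMSO only and 100% = 100 µM cantharidin control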
# TPT1 inhibitor: blocks Candida albicans tRNA 2'-phosphotransferase; recombinant caTPT1, FP RNA substrate dephosphorylation; inhibition, % at 5 µM; hit rate 0.81% among 300,000; AID 1962;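 active = inhibition above the mean of all tested compounds plus 3 SD, set per screening campaign, cut at about 24% in these data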;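 note: plate controls were DMSO alone for no effect and ferristatin control at 100 nM for full effect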
# Fh CTSL1 inh: counter-screen for PFM18AAP inhibitors: inhibitors of F. hepatica cathepsin L1; recombinant F. hepatica cathepsin L1, Z-Leu-Arg-MCA fluorescence; inhibition, % at 5.96 µM; hit rate 0.49% among 300,000; AID 1906;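 active = inhibition above the mean of all tested compounds plus 3 SD, set per screening campaign, cut at about 17% in these data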;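 note: 0% = plate median of test compound wells and 100% = 1 µM Z-Phe-Ala-diazomethylketone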
# procasp7 counter: counter-screen: procaspase-7 (human) activation; recombinant procaspase-7, Ac-DEVD-pNA absorbance 405 nm; D23A/D198A/D206A triple mutant, cannot self-cleave; scale: DMSO 0, 5 µM enzyme 100; hit rate 0.093% among 330,000; activation, % at 8.5 µM; P55210;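 active = percent activation above the screen-wide mean plus 3 SD, cut at about 25% in these data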
# Target sequence (P55210 whole entry D23A/D198A/D206A): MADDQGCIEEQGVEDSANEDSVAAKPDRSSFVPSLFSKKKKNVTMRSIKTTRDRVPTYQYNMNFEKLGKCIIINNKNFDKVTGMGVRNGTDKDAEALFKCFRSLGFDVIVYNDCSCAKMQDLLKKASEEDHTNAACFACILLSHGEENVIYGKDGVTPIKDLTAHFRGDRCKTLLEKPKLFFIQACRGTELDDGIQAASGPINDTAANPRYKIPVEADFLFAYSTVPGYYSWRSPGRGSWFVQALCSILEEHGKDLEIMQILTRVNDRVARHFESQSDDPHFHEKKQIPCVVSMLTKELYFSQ
#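 Detection: p-Nitroaniline absorbance at 405 nm, read at 0 and 120 min; system: Uncleavable procaspase-7 mutant enzyme; evaluation: % activation from two-timepoint absorbance difference, scaled to controls; times: 1 h enzyme–compound preincubation and 2 h substrate reaction, both 25 °C; buffer or medium: Zinc-free HEPES pH 7.4 with 300 mM NaCl, 0.01% Triton X-100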
# The depositor's hits bear a star; i = inactive; . = not tested or not shown.
SMILES,proCasp3 act,HCV core dimer,PP1 counter,JMJD2C inh,Efflux pump mplx,PP5 inh,TPT1 inhibitor,Fh CTSL1 inh,procasp7 counter
Cn1cccc1C(C(=O)NC1CCCCC1)N(C(=O)Cc1cccs1)C1CC1 (stereo unspecified),-11.7,-8.0,-3.1,-7.7,2.6,0.4,2.2,-0.2,-2.8
C/C(=N/NC(=O)c1cccs1)c1ccc(NC(=O)COc2ccc(Cl)cc2)cc1,-5.3,29.3,-6.0,17.1,0.0,2.4,-0.6,-0.6,-0.6
Cc1c(C)c2c(C)[nH]nc2oc1=O,0.5,-1.1,-0.1,16.1,0.1,-1.1,3.3,5.1,-8.1
Cc1ccc(NS(=O)(=O)c2ccc(CCC(=O)O)cc2)cc1,-5.0,-1.0,-1.7,1.3,-0.1,-1.1,-0.5,2.0,10.0
O=C(O)c1ccccc1N=Nc1ccc(O)cc1,-8.3,5.3,-0.2,-7.0,0.1,-2.5,-23.6,3.3,-1.3
CCCc1nc2ccc(NC(C)=O)cc2c(=O)n1Cc1ccccc1Cl,-5.3,-9.5,0.6,-1.9,-0.1,4.9,-0.1,1.3,3.0
COc1cc2[nH]c(C(=O)N3CCN(c4ccc(F)cc4)CC3)cc2c(OC)c1OC,1.2,12.6,-2.8,-16.3,0.1,0.3,-0.8,3.2,0.3
COc1ccc(Cl)cc1NC(=S)NC(=O)c1ccco1,3.3,.,1.0,1.9,-0.2,2.5,.,.,1.3
COc1ccc(NC(=O)C2CC(=O)OC2c2ccccc2)cc1 (stereo unspecified),1.6,-9.5,0.5,11.4,0.0,-0.2,-4.8,-1.4,-6.7
CC(C)c1ccc(-n2ccnc2SCC(=O)O)cc1,-0.3,2.3,1.0,1.3,-0.1,-2.4,4.2,3.5,5.2
COc1ccc2cc(C#N)c(SCC(=O)N3CCCC3)nc2c1,7.9,4.0,3.3,70.3,-0.1,-2.2,4.1,-0.2,-0.2
CC1CCN(C(=O)c2[nH]cnc2C(=O)N2CCN(c3ccccc3)CC2)CC1,3.6,.,-4.0,13.6,-0.1,-2.8,.,.,2.6
CCN(CC(=O)Nc1cccc(C(C)=O)c1)S(=O)(=O)c1ccc(C)cc1,-2.6,-0.7,-0.4,i,0.0,1.1,2.5,-4.6,-2.8
CCN(CC)S(=O)(=O)c1ccc(C(=O)NCc2ccc3c(c2)cc(C)n3C)cc1,-6.5,11.5,-0.5,3.0,0.1,2.6,-2.3,-1.7,4.6
COC(=O)CSc1[nH]c2ccc(F)cc2c1[N+](=O)[O-],-1.0,-1.2,-7.0,-13.8,0.0,-0.9,1.9,1.1,4.3
Cc1nnc(N2C(=O)C(O)=C(C(=O)c3ccco3)C2c2ccc(C(C)(C)C)cc2)s1 (stereo unspecified),-1.7,6.0,13.5,2.3,0.0,1.4,1.6,1.6,-2.9
C=CCN1C(=O)C2(C(C#N)=C(N)Oc3n[nH]c(CCC)c32)c2ccccc21 (stereo unspecified),-1.9,6.2,-3.0,4.0,0.0,1.9,-3.9,3.6,-6.4
COc1ccc(C=O)cc1COc1ccccc1F,-8.6,5.2,-0.6,11.1,0.2,1.0,-6.2,-2.0,-0.8
c1ccc(COc2ccccc2CNCc2cccnc2)cc1,0.4,-0.8,-1.7,-2.8,0.0,0.8,-1.3,-3.0,-6.0
CN1CCN(/N=C2/C(=O)Nc3ccc([N+](=O)[O-])cc32)CC1,-8.1,-3.4,-5.1,17.6,0.1,2.3,1.7,4.2,-1.7
Cc1ncc([N+](=O)[O-])n1S(=O)(=O)c1cc(Br)ccc1Br,-2.1,-11.9,0.6,4.4,0.0,-1.9,2.8,4.9,5.3
CCCN1C2CCCC1CC(NC(=S)Nc1ccc(OC)cc1)C2 (stereo unspecified),-6.8,-1.2,-2.2,-8.2,0.2,-2.0,2.3,-7.9,0.2
O=C(Nc1ccccc1C(=O)N1CCNCC1)c1ccco1,2.1,2.0,-3.0,3.0,0.7,-1.0,1.9,-2.9,5.0
Cc1ccc(N2C(=O)c3ccccc3C2C(=O)c2ccc(O)cc2O)cc1 (stereo unspecified),-4.3,7.5,0.1,3.0,0.0,1.6,0.4,9.7,-14.1
Cc1cc(SCc2ccc(Cl)cc2Cl)nc(=O)[nH]1,6.9,9.5,1.6,0.3,-0.1,2.5,11.4,-1.7,9.6

# Part of the list above, field by field.
Cn1cccc1C(C(=O)NC1CCCCC1)N(C(=O)Cc1cccs1)C1CC1 (stereo unspecified)
  proCasp3 act = -11.7; HCV core dimer = -8.0; PP1 counter = -3.1; JMJD2C inh = -7.7; Efflux pump mplx = 2.6; PP5 inh = 0.4; TPT1 inhibitor = 2.2; Fh CTSL1 inh = -0.2; procasp7 counter = -2.8
COc1ccc(C=O)cc1COc1ccccc1F
  proCasp3 act = -8.6; HCV core dimer = 5.2; PP1 counter = -0.6; JMJD2C inh = 11.1; Efflux pump mplx = 0.2; PP5 inh = 1.0; TPT1 inhibitor = -6.2; Fh CTSL1 inh = -2.0; procasp7 counter = -0.8

# Continued.
SMILES,proCasp3 act,HCV core dimer,PP1 counter,JMJD2C inh,Efflux pump mplx,PP5 inh,TPT1 inhibitor,Fh CTSL1 inh,procasp7 counter
CCOC(=O)CC1C(=O)NCCN1C(=O)c1sc2ccccc2c1Cl (stereo unspecified),14.4,-1.8,-2.0,-2.2,-0.1,1.0,-0.1,-4.5,-2.2
O=C(CN1C(=O)C(=O)c2ccccc21)NC1CCCCC1,-4.9,0.7,-6.1,-5.6,-0.1,0.3,1.7,-0.5,-11.7
Cc1cc(=O)c(C(=O)OC(C)C(=O)NC(N)=O)nn1-c1ccc(Cl)cc1 (stereo unspecified),-1.5,-18.6,7.7,12.2,0.1,-8.1,-2.7,6.6,-2.1
COc1ccc(/C=C/C(=O)NCc2ccccn2)cc1OC,6.3,-13.2,2.6,-6.0,-0.3,2.3,0.3,-4.4,4.8
O=C(Nc1ncn[nH]1)c1c(Cl)ccc(Cl)c1Cl,2.5,-0.8,-0.3,1.5,-0.1,-1.1,1.0,-1.5,9.3
COc1cc(CC(=O)Nc2nc(-c3ccccc3)c(C(C)=O)s2)cc(OC)c1OC,2.9,14.2,-0.3,-1.6,-0.2,1.2,-0.3,6.2,-5.9
CCOC(=O)COc1ccc(S(=O)(=O)Nc2cccc(SC)c2)cc1,1.1,0.8,0.7,14.6,0.1,-0.3,0.0,0.0,2.6
COc1ccc(-c2cc3n(n2)CCc2nc4ccccc4n2-3)cc1,8.1,1.6,-2.2,2.0,0.1,0.7,0.5,-2.5,4.1
COc1ccc([N+](=O)[O-])c2c(=O)ccoc12,2.7,-14.0,-3.0,-0.6,0.6,1.6,-2.1,-3.5,-2.2
CCOc1ccccc1CNC(=O)C1CCCN(c2ncnc3c2nc2n3CCCCC2)C1 (stereo unspecified),-0.7,1.9,2.9,-1.8,-0.1,-2.4,1.8,2.6,12.2
CN(C)c1cccc(C(=O)N2CCCC(CCC(=O)N3CCN(c4ccccn4)CC3)C2)c1 (stereo unspecified),-0.8,-4.6,-2.8,12.1,-0.1,-1.6,-3.5,-1.8,-2.0
Cc1ccc(-c2nnn(CC(=O)N(CCN3CCOCC3)C(C(=O)NC(C)(C)C)c3ccc(C)o3)n2)cc1 (stereo unspecified),-3.9,-1.1,-2.5,-8.6,0.3,-0.6,3.0,0.3,-0.7
Cc1ccccc1OCC(O)Cn1c(NCCN(C)C)nc2c1c(=O)n(C)c(=O)n2C (stereo unspecified),4.4,1.4,-4.4,-9.6,0.0,-1.1,0.4,-2.2,4.5
COc1ccccc1COc1ccc2c(C)c(CCC(=O)O)c(=O)oc2c1C,-1.4,8.5,-0.2,-13.0,0.0,1.4,-1.5,-4.5,0.0
Brc1ccc2nc(-c3ccncc3)c(NC3CCCC3)n2c1,-4.8,-0.6,-2.5,1.2,-0.3,-0.1,-2.3,3.5,-1.6
CC1(C(=O)N(Cc2ccccc2)Cc2ccccc2)CC1(Br)Br (stereo unspecified),-3.4,-0.4,3.0,2.0,-0.1,2.3,-3.5,4.5,6.0
CN1CCN(C(=O)/C=C/c2ccc([N+](=O)[O-])cc2)CC1,-1.9,-4.1,-0.2,-17.1,12.4*,-0.4,-1.3,0.5,-8.2
CC(C)Cn1c(N)c(C(=O)COC(=O)c2ccccc2F)c(=O)n(C)c1=O,-1.9,-6.6,-1.4,-7.7,-0.1,-0.1,-8.0,-6.0,-6.0
Cc1ccc(S(=O)(=O)NC(CC(=O)O)c2cccs2)cc1 (stereo unspecified),6.5,-0.5,-4.0,-2.7,0.2,5.4,-1.8,-1.1,2.9
COc1ccc(OC)c(S(=O)(=O)Oc2ccc(N)c3ccccc23)c1,-18.9,2.3,-0.5,-0.1,0.1,2.9,1.6,-5.4,-12.4
Fc1ccccc1Cn1cc(C(=S)N2CCOCC2)c2ccccc21,6.0,0.9,-1.0,-1.6,0.0,2.2,-0.4,2.1,0.3
CCc1ccc(N2C(=O)CN(Cc3ccccc3)C2=S)cc1,-1.3,-2.6,3.9,-2.6,-0.1,-0.4,-3.9,-0.3,0.3
O=C(NCCCN1CCc2ccccc2C1)C1CCN(S(=O)(=O)N2CCCC2)CC1,-2.3,-0.2,2.1,9.1,-0.1,-1.8,-2.5,-0.2,-7.3
Cc1ccc(/C=N/N2C(=O)c3ccccc3NC2c2ccc(C)cc2)cc1 (stereo unspecified),-4.5,-4.8,2.0,2.4,0.1,1.2,3.4,4.8,11.4
Cc1[nH]nc(SCC(=O)NC2CCCC2)c1[N+](=O)[O-],2.9,-3.0,-1.2,3.9,-0.1,-1.0,-0.7,-1.6,-11.3
CCOC(=O)C1CCN(S(=O)(=O)c2c(C(=O)N3CCCCC3)c(C)n(C)c2C)CC1,0.3,4.5,0.2,-29.5,-0.1,1.2,1.3,2.5,-4.7
Cc1cccc(N2CCN(c3ccc(NC(=O)/C=C(/C(=O)O)c4ccccc4)cc3)CC2)c1,-11.8,9.1,3.7,-27.2,0.1,0.7,4.5,-1.9,-11.1
NC(=S)NC1CCS(=O)(=O)C1 (stereo unspecified),1.1,-2.9,-0.5,-6.3,0.1,-1.5,2.8,24.5*,-0.1

# Ordered by length of the SMILES (falling): some entries from above
SMILES,proCasp3 act,HCV core dimer,PP1 counter,JMJD2C inh,Efflux pump mplx,PP5 inh,TPT1 inhibitor,Fh CTSL1 inh,procasp7 counter
CN(C)c1cccc(C(=O)N2CCCC(CCC(=O)N3CCN(c4ccccn4)CC3)C2)c1 (stereo unspecified),-0.8,-4.6,-2.8,12.1,-0.1,-1.6,-3.5,-1.8,-2.0
CC(C)Cn1c(N)c(C(=O)COC(=O)c2ccccc2F)c(=O)n(C)c1=O,-1.9,-6.6,-1.4,-7.7,-0.1,-0.1,-8.0,-6.0,-6.0
O=C(CN1C(=O)C(=O)c2ccccc21)NC1CCCCC1,-4.9,0.7,-6.1,-5.6,-0.1,0.3,1.7,-0.5,-11.7

# Source: PubChem (several laboratories)
